High-throughput results from PubChem BioAssay.
TRPC4 inh: inhibitors of mouse TRPC4 channel | HEK293 TRPC4beta/mu-opioid, DAMGO-evoked Fluo4 calcium flux; hits give low values | B-score at 10 µM | 0.39% of 300,000 active;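 active = B-score over 3 SD under the library average, no early fluorescence shift, positive overall ratio signal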
Target sequence (Q9QUQ5 whole entry, looked up): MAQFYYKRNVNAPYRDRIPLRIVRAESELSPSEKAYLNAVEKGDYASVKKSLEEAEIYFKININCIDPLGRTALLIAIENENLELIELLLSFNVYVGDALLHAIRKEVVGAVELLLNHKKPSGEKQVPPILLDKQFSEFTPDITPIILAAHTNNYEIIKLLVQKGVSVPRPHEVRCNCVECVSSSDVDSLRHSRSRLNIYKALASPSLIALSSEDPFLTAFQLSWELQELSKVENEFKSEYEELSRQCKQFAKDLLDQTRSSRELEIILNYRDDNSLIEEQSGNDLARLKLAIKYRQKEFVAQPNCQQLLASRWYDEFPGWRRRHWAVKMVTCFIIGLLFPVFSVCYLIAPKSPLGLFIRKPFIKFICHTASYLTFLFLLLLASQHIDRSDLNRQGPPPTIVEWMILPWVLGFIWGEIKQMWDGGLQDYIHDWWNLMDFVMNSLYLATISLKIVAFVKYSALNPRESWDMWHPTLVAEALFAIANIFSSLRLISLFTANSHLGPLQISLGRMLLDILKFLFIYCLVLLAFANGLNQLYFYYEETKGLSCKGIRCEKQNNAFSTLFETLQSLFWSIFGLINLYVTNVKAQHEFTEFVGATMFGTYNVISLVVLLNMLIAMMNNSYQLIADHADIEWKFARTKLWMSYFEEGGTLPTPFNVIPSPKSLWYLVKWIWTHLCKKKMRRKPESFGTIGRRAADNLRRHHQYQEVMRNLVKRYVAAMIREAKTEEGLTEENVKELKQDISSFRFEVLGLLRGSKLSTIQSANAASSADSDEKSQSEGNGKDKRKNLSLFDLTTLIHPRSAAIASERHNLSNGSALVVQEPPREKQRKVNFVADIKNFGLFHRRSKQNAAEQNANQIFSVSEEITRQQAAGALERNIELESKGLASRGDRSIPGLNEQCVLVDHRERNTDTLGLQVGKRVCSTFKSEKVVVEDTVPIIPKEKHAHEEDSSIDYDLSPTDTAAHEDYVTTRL
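System: stable TRPC4beta/mu-opioid receptor HEK293 cells; Dosing: single-point compound dosing; Measured by: Fluo4 Ca2+ flux fluorescence; Read-out basis: per-well B score of integrated baseline-normalized Fluo4 ratio.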
hERG protect: shields human hERG channel from block by proarrhythmic agents. Q12809. CHO-hERG, FluxOR thallium flux, dofetilide IC70 present. activation (rescue from dofetilide block), less the hit threshold, % at 10 µM. 0.51% of 310,000 active. AID 1511;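 active = activation above the mean of controls blocked by dofetilide plus 5 SD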;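 also: thallium influx through hERG after potassium depolarization seen as dye fluorescence rise; in these data hits start at about 4.7%; inactives centre near -7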
KCNQ1 inh: blocks the human KCNQ1 potassium channel; P51787; B-score at 10 µM; AID 2642; CHO-K1 KCNQ1, FluxOR thallium flux fluorescence; hits give high values; 1.3% of 310,000 active;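 active = compounds whose thallium flux B-score, printed positive for inhibition, exceeds three library SD while starting fluorescence stays within three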;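 also: channel opened by potassium depolarization with thallium stimulus after 20 min compound exposure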
TRPC4 potent: allosteric potentiators of mouse TRPC4 channel; HEK293 TRPC4beta/mu-opioid, DAMGO EC20, Fluo-4 Ca2+ flux; hits give high values; B-score at 10 µM; 0.42% of 310,000 active; AID 2227;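 active = B-score of calcium response area above 5 SD of library B-scores, with initial fluorescence ratio within 5 SD of library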;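 also: B-score of integrated fluorescence ratio over time as area under calcium response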
KCNK3 block: human KCNK3 channel inhibition, primary screen; O14649; CHO-KCNK3 thallium flux, FluxOR fluorescence; hits give low values; B-score at 10 µM; 0.84% of 340,000 active; AID 602410;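 active = B-score under library mean minus 4 SD, starting fluorescence ratio at most library mean plus 5 SD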;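 also: more negative B-score means stronger inhibition of thallium flux through KCNK3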
Platelet DG rel: modulates dense granule release in human platelets | human platelet-rich plasma, SFLLRN dense granule ATP release, luminescence | inhibition, %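 (compounds screened at 7.5 µM in platelet-rich plasma)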 | 0.22% of 300,000 active;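 active = mean replicate score, as percent of positive control, at or above 50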
DYRK1A inh: inhibitors of rat Dyrk1A kinase | AID 504441 | 0.43% of 310,000 active | inhibition, % at 12.5 µM | ADP-Glo luminescence, NFATc1 peptide | Q63470; in the data active = inhibition above about 50%;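 also: plate controls were vehicle with enzyme for no effect and no enzyme for full effect; many of its hits are not listed in these tables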
PolyA inh: inhibitors of polyadenylation in S. cerevisiae; S. cerevisiae SKY197-pL101 polyadenylation reporter, beta-gal luminescence; efflux-impaired pdr1/pdr3 knockout yeast; score 100 = 6 SD above DMSO; calls only at 12 µM; 0.02% of 300,000 active; AID 1875;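 active = lowest replicate activity score at least 50, where 100 means six control SD above control mean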;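 also: yeast exposed to compound for 9 h at 30 °C; higher score means more reporter readthrough which indicates perturbed polyadenylation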
KCNK9 block: inhibitors of human KCNK9 two-pore domain potassium channel; B-score at 10 µM; HEK293 KCNK9, FluxOR thallium flux fluorescence; hits give low values; 1.2% of 310,000 active;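 active = ratio B-score over 3 SD below the library mean, with starting fluorescence within 5 SD of its mean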;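 also: negative B-score means less thallium flux so channel inhibition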
TRPC4 agonist: TRPC4 (mouse) channel activation. Q9QUQ5. 0.49% of 310,000 active. HEK293 TRPC4beta/mu-opioid, Fluo4 calcium fluorescence; hits give high values. B-score at 10 µM;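 active = B-score above 5 SD of library B-scores, and initial fluorescence ratio not above library mean plus 5 SD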;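 also: positive B-score marks a calcium rise read as TRPC4 activation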
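Material: HEK293 stable line with TRPC4beta plus mu-opioid receptor; technique: Fluo4 calcium-sensitive dye fluorescence, kinetic, 1 Hz baseline; timing: Fluo4 dye loading 45 min at room temperature, 110 s recording; controls: assay buffer as low control, maximal DAMGO as high control; read-out: integrated baseline-normalised fluorescence ratio, converted to per-well B score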
KCNQ1 pot: potentiates or activates the human KCNQ1 potassium channel; P51787; CHO-K1 KCNQ1, thallium flux FluxOR fluorescence; hits give high values; B-score at 10 µM; 0.35% of 310,000 active; AID 2648;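 active = fluorescence ratio B-score, a plate-corrected score, at least three library SD, with initial intensity B-score within 5 SD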
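System: CHO-K1 cells stably expressing KCNQ1 / Medium: assay buffer for compound exposure, DMSO matched across wells / Reagent: thallium- and potassium-containing depolarizing buffer / Compound: one concentration, matched DMSO / Incubation: 20 min compound pretreatment at room temperature / Measured by: kinetic FluxOR fluorescence, 10 s baseline plus 110 s post-stimulus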
* hit, by the source's call; i = inactive; . = not tested or not shown. Only part of the results is shown (hit frequency here may not be typical).

SMILES	TRPC4 inh	hERG protect	KCNQ1 inh	TRPC4 potent	KCNK3 block	Platelet DG rel	DYRK1A inh	PolyA inh	KCNK9 block	TRPC4 agonist	KCNQ1 pot
Cc1cc(COc2ccccc2)oc1C(=O)O	i	-3.6	i	i	i	-11.4	-10.3	i	i	i	i
CSc1ccccc1OCc1cc(C(=O)NC(C)CCn2cccn2)no1 (stereo unspecified)	i	-5.4	i	i	i	0.5	4.7	i	i	i	i
COc1cccc(NC(=O)NCCCCc2ccccc2)c1	i	-4.0	i	i	i	10.4	0.2	i	i	i	i
COc1ccc(C(C(=O)NC(C)(C)C)N(Cc2ccccc2)C(=O)CCC(=O)Nc2cc(C)on2)cc1 (stereo unspecified)	i	-9.4	i	i	i	17.5	5.5	i	i	i	i
N#Cc1cc([N+](=O)[O-])ccc1N1CCN(c2ccccc2O)CC1	i	-17.9	i	i	i	-2.3	3.1	i	i	i	i
COc1cc(/C=N/NC(=O)CCN2CCN(C)CC2)cc2c1OCO2	i	-3.8	i	i	i	-8.5	-2.7	i	i	i	i
Cc1[nH]nc(-c2ccc(O)cc2O)c1-c1nc2ccccc2s1	i	-7.1	i	i	i	-6.5	49.6	i	i	i	i
O=C(Cn1cnc2c(nnn2Cc2ccc(F)cc2)c1=O)NCc1ccc2c(c1)OCO2	i	-5.2	i	i	i	4.3	-0.3	i	i	i	i
Cc1cc(S(=O)(=O)N2CCOCC2)ccc1OCC(=O)Nc1cccc(F)c1	i	-4.8	i	i	i	3.3	-5.5	i	i	i	i
CCc1nn(CCCC(=O)Nc2ccc(C)cc2C)c(=O)c2cc3occc3n12	i	-9.8	i	i	i	2.1	.	i	i	i	i
c1cncc(-c2nc(N3CCOCC3)c3c4c(sc3n2)CCC4)c1	i	-8.5	i	i	i	-5.9	-0.2	i	i	i	i
CCOC(=O)C1(CCOc2ccccc2)CCN(CC=C(C)C)CC1	i	-4.0	i	i	i	-12.3	-3.5	i	i	i	i
N#Cc1ccc[n+](CC(=O)c2ccc(NC(=O)c3ccccc3)cc2)c1	i	-9.0	i	i	i	3.4	-2.3	i	i	i	i
CCCn1c(SCC(=O)OCc2ccccc2)nc2c1c(=O)n(C)c(=O)n2C	i	-12.0	i	i	i	13.0	2.6	i	i	i	i
CCOC(=O)C1CCN(c2nc(N)c3c(N)nc(SCC(=O)O)cc3c2C#N)CC1	i	-8.3	i	i	i	0.2	9.0	i	i	i	i
CC(C)Oc1ccc(C(=O)Nc2ccc(NC(=O)c3ccco3)c(Cl)c2)cc1	i	-4.0	i	i	i	-1.0	3.0	i	i	i	i
Nc1c2c(nc3ccc(Br)cc13)N(C1CCCCC1)CC2	i	-27.3	i	i	.	-15.9	.	i	i	i	i
COc1cc(OC)c(C2SCCS2)c(OC)c1	i	-5.9	i	i	i	5.9	2.5	i	i	i	i
CCCOC(=S)Nc1ccccc1	i	1.0	i	i	i	0.3	-2.9	i	i	i	i
CCOC(=O)c1cnc2c(OC)cccc2c1NCc1cccnc1	i	-5.7	i	i	i	0.1	1.7	i	i	i	i
Clc1ccc(N2CCN(c3cnc4ccccc4n3)CC2)cc1	i	-3.7	i	i	i	-1.5	3.5	i	i	i	i
CC(=O)C1=C(C)NC2=C(C(=O)CC(C)(C)C2)C1C (stereo unspecified)	i	-9.5	i	i	i	5.6	-0.5	i	i	i	i
O=C(OCc1nnc(-c2ccccc2)o1)c1cccc(-n2cnnn2)c1	i	-3.6	i	i	i	-7.5	.	i	i	i	i
C=CCNC(=S)NNC(=O)COc1c(Cl)cc(Cl)cc1Cl	i	-2.1	i	i	i	-5.9	-3.8	i	i	i	i
Cc1ccc(C(NC(=O)NC(C)c2ccccc2)C(Cl)(Cl)Cl)cc1F (stereo unspecified)	i	-3.1	7*	i	i	-7.9	-0.2	i	i	i	i
CCOC(=O)N1CCN(C(=O)Nc2ccc3nccnc3c2)CC1	i	-5.7	i	i	i	-3.8	2.9	i	i	i	i
O=C(O)c1nn(CC(=O)N2CCCCCC2)c(=O)c2ccccc12	i	-1.5	i	i	i	1.6	0.5	i	i	i	i
COc1cccc(C2C=C(c3ccc(OC)cc3OC)Nc3nnnn32)c1 (stereo unspecified)	i	-12.2	i	i	i	-1.1	1.6	i	i	i	i
O=C(NN1C(=O)NC2(CCCCC2)C1=O)c1ccc(-c2ccc([N+](=O)[O-])cc2)o1	i	-14.2	i	i	i	-13.3	4.9	i	i	i	i
COc1ccc(-c2nnc(NC(=O)C3CCCO3)s2)cc1 (stereo unspecified)	i	-9.3	i	i	i	0.0	1.6	i	i	i	i
CCOC(=O)/C=c1\sc2n(c1=O)CCN=2	i	-8.1	i	i	i	1.7	0.9	i	i	i	i
Cc1cc2n(n1)SC(Nc1cccc3ccccc13)N2 (stereo unspecified)	i	-6.5	i	i	i	-8.6	2.9	i	i	i	i
CC(=O)Nc1ccc(NC(=O)CSC2=NCCS2)cc1	i	-4.0	i	i	i	-5.7	-2.3	i	i	i	i
O=S(=O)(NCCc1ccccn1)c1ccc(OC(F)(F)F)cc1	i	-7.0	i	i	i	-20.7	-0.3	i	i	i	i
Cc1cc(=O)[nH]c(-c2cccs2)n1	i	-5.8	i	i	i	0.5	-1.9	i	i	i	i
CCOC(=O)C1CCN(C(=O)c2ccc3nc(-c4ccc(OC)cc4)c(-c4ccc(OC)cc4)nc3c2)CC1	i	0.7	i	i	i	4.8	-2.8	i	i	i	i
C=CCNC(=O)CN(c1cc(Cl)ccc1OC)S(=O)(=O)c1ccc(C)c([N+](=O)[O-])c1	i	-13.1	i	i	i	-2.7	0.9	i	i	i	i
COc1ccc(CNC(=O)CSCc2c(F)cccc2Cl)cc1	i	-7.6	i	i	i	-4.2	-8.2	i	i	i	i
Cc1ccc(NC(=O)N2CCSc3ccccc32)cc1	i	-6.8	i	i	i	-5.1	1.7	i	i	i	i
Cc1ccc(S(=O)(=O)N2C(=O)CCC2C(=O)O/N=C(\N)c2cccc([N+](=O)[O-])c2)cc1 (stereo unspecified)	i	-16.2	i	i	i	16.9	-2.8	i	i	i	i
COCCNC(=O)/C(C#N)=C/c1cccc(/C=C(\C#N)C(=O)NCCOC)c1	i	-8.0	i	i	i	-6.1	0.8	i	i	i	i
O=C1CCCC/C1=C\Nc1ccc(Cl)cn1	i	3.1	i	i	i	2.4	-3.1	i	i	i	i
O=C(O)/C=C/c1ccc(S(=O)(=O)Nc2cccnc2)cc1	i	-9.3	i	i	i	1.7	-0.4	i	i	i	i
Cc1ccc(S(=O)(=O)/C=C2\NC(=O)CS2)cc1	.	-2.5	i	i	i	11.7	-2.9	i	i	i	i
CC(=O)c1ccc(NC(=O)C[n+]2ccc(N(C)C)cc2)cc1	i	-3.4	i	i	i	-2.7	7.4	i	i	i	i
CCOC(=O)c1oc2ccc(S(=O)(=O)n3nc(-c4ccc(Cl)cc4)cc3N)cc2c1C	i	-2.6	i	i	i	-0.6	6.0	i	i	i	i
O=C(COC(=O)Cc1c(Cl)cccc1Cl)Nc1ccc2[nH]c(=O)[nH]c2c1	i	-13.3	i	i	i	17.8	-4.5	i	i	i	i
CCC(Sc1nc2cc3c(cc2c(=O)n1Cc1ccco1)OCO3)C(=O)NCCOC (stereo unspecified)	i	-16.6	i	i	i	-0.5	-1.2	i	i	i	i
COc1ccc(OC)c(S(=O)(=O)Nc2c(NC3CCCCC3)c3ccccc3oc2=O)c1	i	-8.8	i	i	i	5.9	-1.8	i	i	i	i
O=[N+]([O-])c1ccc(NCc2ccccc2N2CCC(CO)CC2)nc1	i	-1.8	i	i	i	1.7	-5.6	i	i	i	i
Cc1ccc(N(CC(=O)NCc2ccc(F)cc2)C(=O)c2snc(C(N)=O)c2N)cc1C	i	-3.3	i	i	i	-36.4	-1.6	i	i	i	i
Nn1c(Cc2ccccc2)nc2cc(Cl)ccc2c1=O	i	-8.2	i	i	i	9.1	7.7	i	i	i	i
COc1ccc(S(=O)(=O)N(C)c2ccc(C(=O)Nc3ccccc3C(=O)N3CCOCC3)cc2)cc1	i	-14.0	i	i	i	10.7	5.2	i	i	i	i
CCc1[nH]nc2c1C(c1cccc(OC(=O)N3CCOCC3)c1)C(C#N)=C(N)O2 (stereo unspecified)	i	-7.4	i	i	i	-3.5	1.8	i	i	i	i
O=C(COC(=O)c1ccc([N+](=O)[O-])cc1)Nc1cccnc1Cl	i	-4.1	i	i	i	1.3	-3.7	i	i	i	i
S=C(NCCN1CCOCC1)N1CCN(c2cccc(Cl)c2)CC1	i	-4.4	i	i	i	-0.5	-4.3	i	i	i	i
CCS(=O)(=O)N1Cc2ccccc2CC1C(=O)N(C)CC(=O)Nc1ccc(F)c(F)c1F (stereo unspecified)	i	-16.5	i	i	i	0.9	-1.3	i	i	i	i
O=C(CNS(=O)(=O)c1ccc(Br)cc1)NC1CCCC1	i	-8.0	i	i	i	1.3	-11.8	i	i	i	i
CCc1ccc(NC(=O)CCN2C(=O)c3cccnc3C2=O)cc1	i	-9.2	i	i	i	-1.5	-1.4	i	i	i	i
COc1ccc(S(=O)(=O)N2CCN=C2SCc2cccc(F)c2)cc1	i	-7.1	i	i	i	-0.6	-7.1	i	i	i	i
The results go on:
SMILES	TRPC4 inh	hERG protect	KCNQ1 inh	TRPC4 potent	KCNK3 block	Platelet DG rel	DYRK1A inh	PolyA inh	KCNK9 block	TRPC4 agonist	KCNQ1 pot
O=C(/C=C/c1ccccc1Cl)N(c1ccccn1)C1CCCCC1	i	-7.1	i	16*	i	-24.9	-0.2	i	-12.2*	i	i
Cc1c(C(=O)NCCN2CCOCC2)oc2ccccc12	i	48.2*	i	i	i	-0.3	-0.7	i	i	i	i
O=[N+]([O-])c1ccc(Sc2cccc3cccnc23)cc1	i	-7.1	i	i	i	3.1	6.3	i	i	i	i
CCOc1ccc2[nH]c(=O)c(CN(CCc3ccccc3)C(=O)N3CCOCC3)cc2c1	.	-4.9	i	i	i	10.5	-1.6	i	i	i	i
NC(=O)c1ccc(Oc2ccc(Cl)cc2)c([N+](=O)[O-])c1	i	-8.5	i	i	i	-5.7	9.7	i	i	i	i
CCOC(=O)C(=CNc1ccccc1Cl)C(=O)OCC	i	-12.0	i	i	i	-8.1	-0.6	i	i	i	i
Cc1ccc(/C=N/NC(=O)CSc2nnc(-c3ccc(Cl)cc3)n2-c2ccccc2)o1	i	-13.9	i	i	i	16.9	2.8	i	i	i	i
Clc1cccc(Cl)c1/C=C/c1ccn[nH]1	i	-8.5	i	i	i	0.6	34.1	i	i	i	i
